West Nile antiviral = West Nile virus antiviral activity, cell-based, CPE readout (AID 1621) | West Nile virus-infected cells, CPE inhibition; higher % means a stronger effect | CPE inhibition, % at 10 µM; hits with a dose series show IC50 in µM | 0.02% of 290,000 active; in the data active = a potency from the dose series; inconclusive = CPE inhibition mostly from about 3.7% at the one dose, without a potency; inactive = the rest, 99 in 100 with CPE inhibition below about 2.2%; also: strong numbers were not always called active
HEK293 NOD2/NF-kB = NOD2 signaling inhibitors, cell-based, luminescence, uHTS, HEK293 (AID 1566); HEK293 NOD2/NF-kB luciferase reporter, luminescence; higher % means a stronger effect; one-dose inhibition, % at 4 µM; EC50 in µM for titrated hits; 0.63% of 290,000 active; also: many of its hits are not listed in these tables
Dengue-2 NS5 capping = Dengue-2 NS5 methyltransferase inhibitors, primary screen, biochemical, confirmation dose response (AID 588689) | Genome polyprotein (Dengue virus type 2 (strain 16681-PDK53)) | Dengue-2 NS5 methyltransferase capping enzyme assay, biochemical; higher % means a stronger effect | inhibition, % at 25 µM; hits with a dose series show IC50 in µM | 0.3% of 340,000 active; in the data active = a potency from the dose series; inconclusive = inhibition above about 29% without an active follow-up result
KOR beta-arrestin-1 = KOR agonists, beta-arrestin recruitment, primary screen, cell-based, luminescence, uHTS (AID 1777) | KOR beta-arrestin recruitment, luminescence; higher % means a stronger effect | activation, % at 10 µM, or EC50 in µM where a hit was titrated | 0.02% of 280,000 active | Kappa-type opioid receptor (Homo sapiens); in the data active = activation above about 50%, passing the limit was not always enough; also: a part of the inactive calls stands beside numbers as strong as those of hits
NOD1 inhibition = NOD1 signaling inhibitors, primary screen, cell-based, luminescence, uHTS (AID 1578). NOD1-driven NF-kB luciferase reporter cells, luminescence; higher % means a stronger effect. inhibition, % at 4 µM, or EC50 in µM where a hit was titrated. 1% of 290,000 active; in the data active = inhibition mostly above about 36%, no sharp cut-off; inactive = mostly below about 34%;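 also: HEK-293T reporter cells stimulated with the NOD1 agonist gamma-tri-DAP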
HIV fusion peptide = inhibitors of HIV fusion peptide binding, primary screen, biochemical, uHTS, fluorescence dequenching (AID 1986). cell-free peptide binding, fluorescence dequenching, 30 min; higher % means a stronger effect. inhibition, % at 20 µM, or IC50 in µM where a hit was titrated. 0.3% of 290,000 active; in the data active = inhibition mostly above about 52%, no sharp cut-off; inactive = mostly below about 76%; also: some results filed as inactive read as strong as hits
AID2073 = inhibitors of Mint1-CaV2.2 protein interaction, biochemical, HTRF (AID 2073) | Voltage-dependent N-type calcium channel subunit alpha-1B (Homo sapiens) | HTRF protein-protein interaction, Mint1-CaV2.2; higher % means a stronger effect | inhibition, % at 20 µM, or IC50 in µM where a hit was titrated | 0.19% of 290,000 active; in the data active = inhibition mostly above about 51%, no sharp cut-off; inconclusive = no clear call, values can overlap the other calls; inactive = mostly below about 53%; also: some results filed as inactive read as strong as hits
Yfh1-off respiration = enhancers of respiration in Yfh1-depleted yeast, dose response, Friedreich's ataxia, plus single-dose screen (AID 1465) | 0.074% of 220,000 active | fold induction at 50 µM, or EC50 in µM where a hit was titrated | S. cerevisiae Yfh1-off respiration, WST-1 reduction, 72 h; higher fold induction means a stronger effect;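 active = fold induction of absorbance versus untreated yeast above a set limit, then at least 30% activation at any dose in follow-up; inconclusive = repeats straddling the limit, or above it without dose testing; inactive = fold induction below the set limit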;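 also: activators that raise dye reduction in frataxin-depleted yeast; strong numbers were not always called active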
KOR beta-arrestin-2 = KOR antagonists, beta-arrestin recruitment, cell-based, luminescence, uHTS (AID 1778) | KOR beta-arrestin recruitment, luminescence, antagonist mode; higher % means a stronger effect | inhibition, % at 10 µM; hits with a dose series show IC50 in µM | 0.091% of 290,000 active | Kappa-type opioid receptor (Homo sapiens); also: strong numbers were not always called active
Dengue-2 NS5 capping pilot replicate = second read-out of Dengue-2 NS5 capping, no call of its own (marks repeat the call); inhibition, %; measured here: pilot screen replicate inhibition
* marks the source's active call; other numbers are inactive results; i = inactive; ? = inconclusive; nt = not tested or not shown; [ ] = remark or other dose. Rule as the data show it, unless noted: active = inhibition above about 50%; inactive = the rest. An excerpt; the hit share may differ from the screen's.

SMILES | West Nile antiviral | HEK293 NOD2/NF-kB | Dengue-2 NS5 capping | KOR beta-arrestin-1 | NOD1 inhibition | HIV fusion peptide | AID2073 | Yfh1-off respiration | KOR beta-arrestin-2 | others
O=C(COc1ccc(S(=O)(=O)NC2CCCCC2)cc1)NCC1CCCO1 (configuration not stated) | -0.5% | 8% | -1% | -3.8% | -12% | -1.7% | -2% | i | 15%
Cc1cc(NC(=O)C2CCCN(S(=O)(=O)c3cnc[nH]3)C2)ccc1Br (configuration not stated) | 0.3% | 0% | -3% | 15% | 0% | -0.8% | -1% | i | -6%
CCOC(=O)N1CCC(Nc2c(Nc3cccc(CC)c3)c(=O)c2=O)CC1 | 1.1% | 7% | -1% | 5.6% | 18% | 0.5% | 5% | i | -66%
CCC1COCCS(=O)(=O)N1Cc1ccc(F)cc1 (configuration not stated) | 1.0% | 8% | -2% | -3.6% | -23% | 0.0% | -4% | nt | -44%[20 µM]
CC1=NN(c2ccc(Cl)c(C(=O)O)c2)C(=O)C1 | 1.3% | 5% | 11% | -7.6% | -17% | 36% | 5% | i | -10%
O=C(Nc1ccc(F)c(Cl)c1)Nc1csc2ccccc12 | ? | -46% | -4% | 3.9% | 12% | 1.8% | -7% | i | -21%
COc1ccccc1C1C2=C(N=c3s/c(=C/c4cccc(OCC(=O)O)c4)c(=O)n31)c1ccccc1CC2 (configuration not stated) | -0.6% | 10% | 13% | 4.2% | 0% | 36% | -13% | i | 19%
COc1ccccc1N1CCN(CC(=O)c2c(C)n(C)c3ccccc23)CC1 | -1.0% | 10% | 2% | -12% | 13% | -3.8% | -4% | i | -8%
CCn1c(C(O)c2ccc3c(c2)OCO3)nc2ccccc21 (configuration not stated) | 0.0% | 1% | -5% | -3.9% | -15% | -0.3% | 1% | i | -13%
O=C(CCS(=O)(=O)c1cc2c(cc1Cl)NC(=O)CO2)NCc1ccccc1 | -0.2% | 10% | -1% | -5.0% | 95%* | -1.6% | -14% | nt | -14%
CCN1C(=O)/C(=c2\s/c(=C3\Sc4ccccc4N3C)c(=O)n2C)N(C)C1=S | -0.3% | -3% | nt | nt | -35% | -2.0% | -30% | i | -27%[20 µM]
CC1CCC/C(=N\NS(=O)(=O)c2ccccc2)C1 (configuration not stated) | 0.1% | 4% | 3% | 2.8% | -10% | 0.3% | 10% | i | -6%
Cc1ccccc1OCC(=O)Nc1ccc(C(N)=O)cc1 | -0.1% | 7% | 2% | -0.7% | -7% | 3.2% | 22% | i | -16%
COc1ccc(CNC(=O)c2c(C)cc(=O)oc2C)cc1 | 0.5% | 2% | -6% | 2.5% | -30% | -0.7% | 5% | i | -25%
Cc1ccc(C2=NNC(C(O)C(O)C(O)CO)S2)cc1 (configuration not stated) | 0.6% | -20% | -8% | -7.7% | -26% | -1.5% | -10% | i | -30%
Oc1ccccc1C1OCC2(CO1)COC(c1ccccc1O)OC2 (configuration not stated) | 0.0% | -2% | 2% | 0.5% | -8% | 1.8% | -1% | i | -31%
CCOC(=O)c1cc(-c2ccncc2)nc2c1c(C)nn2C | 0.8% | -9% | 6% | 4.4% | 21% | -4.5% | 29% | i | 30%
CCOC(=O)C1CCN(CC(=O)c2c(C)n(C)c3ccc(OC)cc23)CC1 | -0.6% | 5% | -5% | -6.1% | 3% | -0.8% | -10% | nt | 12%
O=C(NCC1CCCCC1)c1ccc(Br)o1 | 0.4% | 8% | 5% | 3.4% | -22% | 1.2% | 8% | nt | -31%
COc1ccc(C(C(=O)NC2CCCCC2)N(Cc2ccco2)C(=O)c2snc(C(N)=O)c2N)cc1 (configuration not stated) | -0.1% | 15% | -9% | -5.7% | 1% | -0.3% | 8% | nt | -10%
O=C(N/N=C/c1ccc2cccnc2c1)c1nc2ccccc2c(=O)[nH]1 | -0.2% | -25% | 6% | 3.0% | -16% | -1.0% | -1% | i | -10%
CCN(CC)c1nc(Nc2ccc([N+](=O)[O-])cc2)nc(N(CC)CC)n1 | -0.7% | 16% | 5% | -5.6% | 18% | 2.2% | 7% | nt | 21% | Dengue-2 NS5 capping pilot replicate=3.3
Cc1cccc2c1NC1(CCCC1)CC2C (configuration not stated) | 0.4% | 15% | nt | 2.2% | -3% | 0.3% | 5% | i | 2%
CC(C)C(c1nnnn1CCc1ccccc1)N1CCOCC1 (configuration not stated) | -0.1% | 0% | -6% | 1.0% | -26% | 11% | 8% | i | -15%
COC(=O)c1cn(C(=O)c2cc(Br)ccc2Cl)c2ccccc12 | 0.0% | 2% | 1% | 0.2% | -15% | 1.3% | 16% | nt | -19%[20 µM]
(listing goes on)
SMILES | West Nile antiviral | HEK293 NOD2/NF-kB | Dengue-2 NS5 capping | KOR beta-arrestin-1 | NOD1 inhibition | HIV fusion peptide | AID2073 | Yfh1-off respiration | KOR beta-arrestin-2 | others
CCC(=O)OCCNc1nc(-c2ccccc2)nc2ccccc12 | -0.1% | 5% | 0% | -2.4% | -13% | -1.9% | -2% | i | 5%
CCOC(=O)CSc1ccc(C(=O)Nc2ccc(OC)cc2)cn1 | 0.9% | 23% | -2% | -2.4% | -12% | 1.2% | -6% | i | -2%[20 µM]
CCOc1cc(CNC2CCCC2)ccc1OCc1ccccc1Cl | -1.5% | -6% | -1% | -2.5% | -27% | -1.4% | 2% | i | 19%
Cc1cc(C(=O)Nc2ccc(Cl)cc2)on1 | 0.4% | -19% | -4% | 2.2% | 1% | -0.3% | 29% | nt | 7%
Cc1sc2ncn(CC(=O)NCc3ccco3)c(=O)c2c1-c1ccc(F)cc1 | 0.0% | 8% | 13% | 1.7% | -17% | 13% | 42% | i | 0%
Cc1nn(Cc2ccc(C(=O)Nc3nc4c(C)cccc4s3)o2)c(C)c1Br | -0.1% | -20% | -8% | 2.6% | 14% | -1.6% | 12% | i | -10%
Cc1ccc(Cl)cc1N1CCN(C(=O)Cc2c(C(=O)O)[nH]c3ccc(Cl)cc23)CC1 | 1.6% | 8% | 4% | 18% | -31% | 25µM* | 20% | i | -7%
COc1cc2c(=O)n(CCC(=O)NCC3CCCO3)c(=O)n(CC(=O)c3ccc(Cl)cc3)c2cc1OC (configuration not stated) | -0.1% | 8% | -2% | 1.3% | -10% | 2.2% | -2% | i | 3%
CC1(C)Cc2cccc(OCC(=O)N3CCN(c4ccc([N+](=O)[O-])cc4)CC3)c2O1 | 0.1% | 13% | -8% | -4.5% | -23% | -3.1% | -5% | i | 26%
Cn1c2ccccc2c(=O)c2ccc(C#CC3(N)CCCCC3)cc21 | -1.9% | 10% | -1% | -3.1% | 31% | -1.2% | 16% | nt | -73%[20 µM]
CC1=C(C(=O)Nc2ccccn2)C(c2cn(C)nc2C)C2=C(CCCC2=O)N1 (configuration not stated) | 0.8% | 5% | -7% | 0.0% | -11% | -1.7% | 3% | i | -43%[20 µM]
CCOC(=O)c1cc(-c2cccc([N+](=O)[O-])c2)n[nH]1 | 0.2% | -1% | 4% | 2.7% | -39% | 0.4% | -7% | i | -8%
CC1(C)Cc2c(C#N)c(N3CCN(C(=O)c4ccccc4)CC3)nc(-c3ccco3)c2CS1 | 1.4% | 10% | -7% | -3.6% | -1% | 23% | 14% | i | 4%
CC(=O)Nc1ccc(S(=O)(=O)Nc2nc3ccccc3nc2N2CCCCCC2)cc1 | -0.7% | -14% | 7% | 3.1% | -3% | 3.6% | -3% | i | -14% | Dengue-2 NS5 capping pilot replicate=-2.3
COc1ccc(CC(NC(C)=O)C(=O)NC2CCN(c3nnnn3-c3ccccc3)CC2)cc1OC (configuration not stated) | -0.1% | 11% | nt | nt | -30% | 1.0% | 4% | i | -6%[20 µM]
O=S(=O)(Nc1ccc(Br)cc1)c1cccc2nonc12 | -0.1% | 31% | 5% | -0.1% | -6% | 1.5% | 2% | nt | 8%
CCOC(=O)CNC(=O)c1sc2ncnc(N3CCc4ccccc4C3)c2c1C | 0.3% | 1% | -6% | 3.1% | 10% | -5.0% | -1% | i | -16%
CCCCCCC(=O)Oc1ccc(N2C(=O)CCC2=O)cc1 | 1.2% | 14% | -5% | -3.4% | -7% | -0.2% | ? | i | -20%
Cn1c(=O)c2c(ncn2CC(=O)N/N=C/c2ccc(Br)s2)n(C)c1=O | -0.9% | 10% | -3% | nt | -6% | 2.0% | ? | i | nt
CCC(=O)Nc1ccccc1C(=O)OCC(=O)Nc1ccc(S(N)(=O)=O)cc1 | 0.6% | 0% | -9% | 1.2% | nt | 3.8% | 4% | i | -8%
O=C(NC1(C(F)(F)F)NC(=O)N(c2ccc(F)cc2)C1=O)c1ccncc1 (configuration not stated) | 0.1% | -20% | -7% | 3.3% | -29% | -0.3% | 4% | i | -15%
Cc1cccc(C)c1OCC(=O)Nc1ccncc1 | -0.4% | 24% | 8% | -3.7% | -18% | -1.1% | 11% | nt | -10%[20 µM]
COCCCNC(=O)Cc1ccc(-n2c(C)nc3cccnc32)cc1 | -0.1% | -3% | 3% | 1.9% | -13% | 6.5% | 7% | nt | -24%
C/C(=N\NC(=O)CSCc1ccccc1Cl)c1cccc(NC(=O)c2ccccc2)c1 | -0.5% | 11% | 0% | 0.5% | 35% | 1.6% | 5% | i | -36%
COc1cccc(CCN2C(=O)C(=O)N([C@@H](CNCc3ccccc3)Cc3ccccc3F)C[C@@H]2C(C)(C)C)c1 | nt | -13% | nt | 0.1% | 1% | 0.6% | 12% | nt | -5%

Continued; the last 2 above are carried over.
SMILES | West Nile antiviral | HEK293 NOD2/NF-kB | Dengue-2 NS5 capping | KOR beta-arrestin-1 | NOD1 inhibition | HIV fusion peptide | AID2073 | Yfh1-off respiration | KOR beta-arrestin-2 | others
C/C(=N\NC(=O)CSCc1ccccc1Cl)c1cccc(NC(=O)c2ccccc2)c1 | -0.5% | 11% | 0% | 0.5% | 35% | 1.6% | 5% | i | -36%
COc1cccc(CCN2C(=O)C(=O)N([C@@H](CNCc3ccccc3)Cc3ccccc3F)C[C@@H]2C(C)(C)C)c1 | nt | -13% | nt | 0.1% | 1% | 0.6% | 12% | nt | -5%
COCCNC(=O)c1cccc(OC2CCN(Cc3ccc(F)cc3OC)CC2)c1 | -1.2% | 5% | 6% | 1.1% | -3% | 1.4% | 2% | nt | -26%[20 µM]
COc1ccc(C)cc1NC(=O)C(=O)c1cn(CC(=O)N2CCCC2)c2ccccc12 | 0.0% | 21% | -2% | -1.4% | 4% | 1.1% | 8% | nt | 11%
Cc1ccc(CN2CCSc3ccc(C(=O)NC4CCN(Cc5ccccc5)CC4)cc32)cc1 | -1.8% | 35% | nt | -2.4% | -4% | -2.9% | 30% | i | 0%
CC(C)N(C(C)C)S(=O)(=O)c1ccc(NN)nc1 | 0.2% | -5% | -8% | 2.7% | -11% | -2.0% | 29% | i | -7%
Cc1ccc(CCNC(=O)CS(=O)Cc2nc(-c3ccccc3F)oc2C)cc1 (configuration not stated) | 0.7% | -12% | -4% | 7.2% | 4% | 1.9% | 12% | nt | -32%
COC(=O)c1ccccc1NC1OC(=O)c2ccccc21 (configuration not stated) | 0.1% | 4% | 8% | 11% | 2% | 2.3% | -4% | i | 27%

Assay outcomes from PubChem.
